GalR3 antagonist: antagonists of human GalR3. O60755. HEK293 GalR3-CNG cAMP membrane potential fluorescence; galR3 body fused to GalR1 C-terminus. inhibition, % at 3 µM. 360,000 compounds, 0.44% hits;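 active = inhibition above the screen-wide average plus 3 SD, cut at about 13% in these data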;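 note: forskolin and galanin both at EC90 stimulate the cells; cAMP rise reported by CNG channel membrane potential dye signal; 0% = forskolin plus galanin with DMSO and 100% = forskolin alone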
Target sequence (O60755 1-299 limits assumed): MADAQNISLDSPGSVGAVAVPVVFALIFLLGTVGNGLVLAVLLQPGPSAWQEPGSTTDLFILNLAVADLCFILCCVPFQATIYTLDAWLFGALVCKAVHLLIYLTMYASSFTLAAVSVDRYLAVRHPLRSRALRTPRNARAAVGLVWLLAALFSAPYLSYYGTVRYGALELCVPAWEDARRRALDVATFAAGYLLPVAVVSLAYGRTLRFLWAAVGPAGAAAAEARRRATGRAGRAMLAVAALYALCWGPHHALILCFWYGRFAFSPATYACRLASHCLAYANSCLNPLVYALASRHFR
IMP-1 inh: inhibitors of Pseudomonas aeruginosa IMP-1 metallo-beta-lactamase | purified IMP-1, nitrocefin hydrolysis, epi-absorbance fluorescence | 290,000 compounds, 0.45% hits | inhibition, % at 5.6 µM;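 active = inhibition above the mean plus 3 SD of all compounds in the same screening run, cut at about 4.5% in these data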;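 note: 0% = IMP-1 with DMSO and 100% = DMSO wells lacking enzyme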
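System: purified IMP-1; amount: IMP-1 0.2 nM before substrate addition; compound: single dose, 5.6 µM; times: 25 °C, 15 min preincubation, 25 min reaction; signal: Epi-absorbance via hydrolysed-nitrocefin quenching of white-plate fluorescence, 480/530 nm, EDTA stop; benchmarks: DMSO with and without IMP-1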
OXTR agonist: activates the human oxytocin receptor; P30559; CHO-OTR cells, Fluo-8 calcium fluorescence; normalized: DMSO 0%, oxytocin 100%; activation, % at 3 µM; 320,000 compounds, 0.32% hits; AID 2435;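 active = activation above the mean of all tested compounds plus 3 SD, cutoff set per screening run, cut at about 20% in these data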;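 note: peak over basal fluorescence ratio from a 100 s FLIPR kinetic read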
DNA FID counter: counter-screen for HCV NS3 helicase inhibitors: DNA intercalator displacement | DNA fluorescent intercalator displacement, fluorescence | inhibition, % at 7.9 µM | 290,000 compounds, 0.17% hits | AID 1845; in the data active = inhibition above about 37%;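 note: 0% = vehicle and 100% = reference compound; higher means more ethidium bromide displaced from hairpin DNA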
VIM-2 inhibitor: inhibitors of Pseudomonas aeruginosa VIM-2 metallo-beta-lactamase | purified VIM-2, nitrocefin hydrolysis, epi-absorbance fluorescence | inhibition, % at 5.6 µM | 290,000 compounds, 0.89% hits;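 active = inhibition above the mean of all tested compounds plus 3 SD, cutoff set per screening run, cut at about 7.5% in these data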;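 note: red hydrolysis product quenches plate fluorescence so inhibitors raise well fluorescence; 0% = enzyme with DMSO and 100% = DMSO without enzyme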
PHOSPHO1 block: PHOSPHO1 (human) inhibition. inhibition, % at 13.3 µM. 290,000 compounds, 1.1% hits. recombinant PHOSPHO1, absorbance phosphatase assay. Q8TCT1; in the data active = inhibition above about 60%
GPR7 antag: human neuropeptides B/W receptor 1 antagonism. P48145. GPR7-expressing cells, fluorescence antagonist assay. inhibition, % at 4.4 µM. 290,000 compounds, 1.1% hits. AID 1861; in the data active = inhibition above about 16%, passing the limit was not always enough;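 note: cells stimulated with the agonist NPW; 0% = agonist with vehicle and 100% = vehicle without agonist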
Target sequence (P48145 whole entry, looked up): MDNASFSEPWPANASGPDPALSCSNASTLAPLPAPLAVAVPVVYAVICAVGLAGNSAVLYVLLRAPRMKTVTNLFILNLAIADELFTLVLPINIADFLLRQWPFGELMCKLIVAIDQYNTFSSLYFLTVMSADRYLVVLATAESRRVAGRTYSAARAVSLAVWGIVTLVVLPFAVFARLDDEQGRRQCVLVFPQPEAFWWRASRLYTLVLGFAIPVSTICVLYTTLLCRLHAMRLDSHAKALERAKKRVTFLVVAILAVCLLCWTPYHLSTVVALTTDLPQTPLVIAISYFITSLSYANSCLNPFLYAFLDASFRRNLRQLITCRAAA
HCV NS3 hel inh: blocks Hepatitis C virus NS3 helicase unwinding; inhibition, % at 10.9 µM; AID 1800; 290,000 compounds, 0.56% hits; NS3 helicase DNA unwinding, Cy5 molecular beacon fluorescence;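 active = inhibition above the mean of all tested compounds plus 3 SD, set per campaign, cut at about 35% in these data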;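 note: 0% = DMSO wells and 100% = thioflavine S control wells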
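Compound dosing – single dose, 10.9 µM nominal final, DMSO 0.8% final · System – NS3 helicase fragment of HCV · Buffer or medium – MOPS pH 6.5, MgCl2, DTT, Tween20, BSA · Signal – Cy5 beacon fluorescence read at start and 1 h · Also added – annealed dual-labelled DNA beacon duplex, ATP-started · Schedule – 1 h at 25 °C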
V1aR counter: V1a receptor agonism, counter-screen for OXTR agonists. P37288. AID 2797. 320,000 compounds, 0.25% hits. CHO-V1R cells, Fluo-8 calcium fluorescence, agonist mode; 0% DMSO, 100% 3 nM vasopressin. activation, % at 3 µM;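 active = activation above the mean activation of all tested compounds plus 3 SD, per screening run, cut at about 20% in these data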;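 note: signal is peak over basal fluorescence ratio across a 100 second FLIPR read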
Target sequence (P37288 whole entry, looked up): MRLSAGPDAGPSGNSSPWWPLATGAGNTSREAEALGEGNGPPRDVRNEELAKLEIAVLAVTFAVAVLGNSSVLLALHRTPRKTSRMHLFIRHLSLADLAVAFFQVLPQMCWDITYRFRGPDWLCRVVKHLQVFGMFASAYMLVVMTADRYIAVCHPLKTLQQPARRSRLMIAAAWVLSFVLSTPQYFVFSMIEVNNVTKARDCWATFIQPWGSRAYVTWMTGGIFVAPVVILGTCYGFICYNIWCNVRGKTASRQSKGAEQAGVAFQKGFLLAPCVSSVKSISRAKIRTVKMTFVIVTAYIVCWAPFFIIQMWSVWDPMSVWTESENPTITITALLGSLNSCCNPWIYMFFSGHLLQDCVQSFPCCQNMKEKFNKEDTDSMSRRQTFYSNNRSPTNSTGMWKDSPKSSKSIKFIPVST
Active calls of the source: *; x = not tested or not shown; & = joins results of further samples. Random draw from the library; any-hit rate near 4.3%.

Each structure is followed by: GalR3 antagonist, IMP-1 inh, OXTR agonist, DNA FID counter, VIM-2 inhibitor, PHOSPHO1 block, GPR7 antag, HCV NS3 hel inh, V1aR counter
Cc1cc(NC(=O)CSc2nc(N)c(NC(=O)c3ccccc3F)c(=O)[nH]2)no1
  3, -1.6, 0.6, -6, -0.4, 12, -11, -9, 0.6
O=C(Nc1ccc(Br)c2cccnc12)c1ccc(Cn2cc([N+](=O)[O-])cn2)o1
  8, -3.1, 0.6, 0, -2.8, -1, -6, 7, -0.1
Nc1nn(-c2ccccc2)c(N)c1N=Nc1ccccc1F
  -5, -3.9, -1.5, -4, -4.6, 8, 6, 0, 3.8
CC(=O)C1=C(O)C(=O)N(Cc2cccnc2)C1c1ccc(O)cc1 (stereo unspecified)
  -5, -3.0, 0.5, 9, -3.9, -1, -2, -2, 0.8
CC1CCCCN1C(=O)CSc1nc2ccsc2c(=O)n1Cc1ccccn1 (stereo unspecified)
  -6, -4.1, -1.4, -29, -1.6, 32, 0, 4, 0.1
COc1ccc(/C=N/Nc2nnc(Cc3ccccc3)c(=O)[nH]2)cc1
  -9, -2.0, 0.2, -8, -1.9, 2, -8, 3, 0.0
COc1ccc(/C=C/C=C2\N=C(SC)SC2=O)cc1
  -6, 0.2, -0.1, -2, -1.9, 4, -6, 15, 0.4
COc1cccc(OCC(=O)NNC(=O)CCc2ccccc2)c1
  1, -1.1, 0.1, -9, 0.2, 20, -3, -4, 0.0
C/C(Nc1ccc(C)cc1)=C(/C#N)C(N)=O
  -5, 0.7, -2.4, -2, 0.7, -7, 11, 1, -0.6
CCCCc1c(O)nc(SC2CC(=O)N(c3ccc(C(=O)OCC)cc3)C2=O)[nH]c1=O (stereo unspecified)
  -2, -1.3, -0.5, -41, -4.3, x, -15, 11, 0.8
Cc1ccc(C)c(N2CCN(C(=O)c3ccc(CSc4nc5ccncc5[nH]4)cc3)CC2)c1
  -1, -0.9, 12, -5, -1.5, 1, 6, -48, 11
O=C1NC2=C(CCc3ccccc32)C(c2ccc(Br)cc2)N1 (stereo unspecified)
  -3, -4.6, -1.2, -6, -3.3, 9, -5, 0, 1.3
C=CCOc1ccc(C2NC(=S)NC(C)=C2C(=O)c2ccccc2)cc1OC (stereo unspecified)
  1, 2.3, -1.5, -13, -1.9, -41, 2, 0, 0.2
C/C(=C\c1ccc(F)cc1)C(=O)c1c(C)cc(C)[nH]c1=O
  5, -0.7, x, -11, -0.9, -8, 6, 9, x
Cc1cc(Oc2ccc(N)cn2)ccc1Cl
  -3, -3.6, 0.7, -6, -3.5, 32, -2, -1, 3.4
Cc1onc(-c2ccccc2)c1C(=O)Nc1nnc(C(C)(C)C)s1
  -9, -1.2, 0.1, -28, -0.6, 22, -3, -6, -0.2
Cc1ccc(-c2noc(CCC(N)=O)n2)cc1
  -4, -0.7, 0.0, -2, -1.3, 2, 12, -3, 0.6
Cc1cc(N2CCN(C)CC2)nc2ccc(NC(=O)CCC(=O)NCCC(C)C)cc12
  -3, -1.9, -0.2, 8, -1.8, -8, -8, -2, -0.1
Cc1ccc(O)c(C=Nc2ccc3[nH]ncc3c2)c1
  -8, 1.3, -0.3, 5, -0.8, -10, -1, 7, 0.8
Cc1cccc(NC(=O)Cn2cc(C(=O)C3CC3)c3ccccc32)c1
  -8, -1.2, 3.2, -11, -1.8, 32, -12, -12, 4.1
Cc1ncoc1C(=O)N1CCCC(C(=O)c2cccc(OC(C)C)c2)C1 (stereo unspecified)
  -11, 0.4, -1.0, -33, 0.2, 4, 6, -1, 0.3
CSc1ccccc1NC(=S)Nc1ccc(S(N)(=O)=O)cc1
  -5, -1.9, 0.7, 1, -1.5, -13, -13, 2, -0.2
CCOc1cc(C(=O)OCC(=O)c2c(N)n(C)c(=O)n(C)c2=O)cc(OCC)c1OCC
  -2, -3.5, -0.5, -7, -0.9, 2, -2, -3, -0.4
O=C(Nc1nccs1)c1cc(S(=O)(=O)N2CCOCC2)ccc1Cl
  0, x, 0.2, x, x, 20, x, x, 1.2
Cc1cccc(C)c1Nc1nnc(SCc2nc3ccccc3c(=O)[nH]2)s1
  2, -1.7, 0.9, -35, -5.7, 26, -12, -7, 1.6
COC(=O)[C@@H]1C[C@@]2(O)[C@H](O)[C@H](O)[C@H](O)C[C@H]2N1CC1CC1
  -3, x, -0.4, x, x, 31, x, x, -0.1
Nc1nc(SCC(=O)Nc2ccc(Oc3ccccc3)cc2)n[nH]1
  -1, -3.4, -0.5, 3, -3.8, 3, -4, -2, 0.3
O=C(Nc1ccccc1C(=O)O)c1cncc(Br)c1
  -1, -4.2, -1.7, -5, -0.5, 57, -9, 7, -1.0
CC1(c2ccccc2)CC(C)(C)N(C(=O)C2CCCO2)c2ccccc21 (stereo unspecified)
  -9, -1.2, -1.8, -17, 0.0, -4, 10, -4, -1.6
O=c1[nH]c2ccccc2c(O)c1-[n+]1ccccc1
  6, -3.6, 0.5, -21, -1.8, 0, -4, -1, -0.6

Carrying on.
Each structure is followed by: GalR3 antagonist, IMP-1 inh, OXTR agonist, DNA FID counter, VIM-2 inhibitor, PHOSPHO1 block, GPR7 antag, HCV NS3 hel inh, V1aR counter
COCCN(Cc1cc2ccc(C)c(C)c2nc1Cl)C(=O)N1CCOCC1
  -7, -2.2, 0.8, -32, -0.5, 37, -10, -1, 1.9
CCC(C)(C)n1nnnc1C(c1ccc(OC)c(OC)c1)N1CCN(c2ccccc2)CC1 (stereo unspecified)
  -6, -1.0, -2.0, -25, -2.4, 7, 18*, -6, -1.2
O=C(NC(=S)Nc1ccc(S(=O)(=O)Nc2nccs2)cc1)c1ccc(F)cc1
  0, -2.7, 2.7, -6, -3.0, 8, -13, 2, 6.9
CCOc1ccccc1NC(=O)c1cc(SC)ccc1Cl
  -7, -1.6, -2.6, -18, 1.5, 28, -10, -6, -1.9
CNC(=O)c1ccc(Nc2nnc(-c3ccc(O)cc3)c3ccccc23)cc1
  -8, 0.0, -1.1, -25, 4.7, x, -7, 5, 0.7
C/C(N)=C(/C#N)C(=O)COC(=O)c1cc(-c2ccc(Br)cc2)nc2ccccc12
  -6&-4, -3.2, 0.8, 1, -5.5, -11, -8, -4, -0.5
CCCCc1ccc(NC(=S)NCCN2CCOCC2)cc1
  -4, -2.4, 0.4, 1, -2.7, -20, -17, -7, 4.2
COCCn1c(SCC(=O)N2CCOCC2)nc2c(c1=O)SCC2
  0, -1.7, 1.0, -6, -2.4, 31, -20, 0, 0.2
O=C(NCCN1CCN(c2ccccc2F)CC1)C1CC(=O)N(C2CCCC2)C1 (stereo unspecified)
  -5, -3.1, -2.2, 1, -1.6, 24, -8, -2, 0.6
Cc1c(C(=O)N2CCN(C)CC2)oc2ccc(Br)cc12
  -10, 0.3, -0.2, 1, 1.0, x, 3, 1, 1.6
Cc1ccc2sc(C)[n+](CCO)c2c1
  -5, -0.9, 0.0, -22, 0.0, -26, -10, -16, 3.0
Cc1noc(/C=C/N(C)C)c1S(=O)(=O)N1CCCC(C(=O)N2CCc3ccccc32)C1 (stereo unspecified)
  x, -4.5, 1.8, -3, -4.8, x, -12, 13, 1.7
Cc1c(NC(=S)NC(=O)c2ccccc2Cl)c(=O)n(-c2ccccc2)n1C
  2, -0.8, 0.6, -10, -1.4, 34, -12, -7, 0.5
FC(F)Oc1ccc(NC(=S)NN2CCOCC2)cc1
  -5, -1.7, -0.4, 1, -1.7, 14, -11, -5, -0.7
Nc1nc(SCC(=O)N2CCCCC2)[nH]c(=O)c1NC(=O)c1cccs1
  4, -2.0, 0.0, -1, -1.6, -35, -10, -10, 2.9
CCC(=O)Nc1cc(C(=O)O)ccc1S(=O)(=O)c1ccc(C)cc1
  -2, -4.0, 1.3, -10, -0.8, 0, -9, 14, 1.2
O=C(CCn1c(=O)oc2ccccc21)Nc1ccc(C(=O)O)cc1
  -8, -2.9, 0.9, -4, -1.6, 28, -16, -3, 0.1
Cc1c(Cl)c(C(=O)N2CCCCCC2)nn1C
  -3, -1.6, 0.6, -5, -1.6, 32, -17, -6, -0.1
CCOC(=O)N1CCN(C(=O)c2ccc3c(c2)ncn3C2CCCC2)CC1
  1, -2.9, -0.6, -28, -2.4, 25, -15, 8, 1.6
O=C(C1=C[C@H](C2CCCCC2)C[C@H](OCCCCO)O1)N1CCN(Cc2ccc3c(c2)OCO3)CC1
  x, -2.5, -0.4, -27, -0.1, 40, -2, -19, -1.1
COc1cc(/C=N/NC(=O)C2CCN(CC(O)COCc3ccccc3)CC2)ccc1O (stereo unspecified)
  -7, 0.9, -0.6, 19, 3.2, 2, 22, 23, 1.2

For convenience, some entries already given:
Each structure is followed by: GalR3 antagonist, IMP-1 inh, OXTR agonist, DNA FID counter, VIM-2 inhibitor, PHOSPHO1 block, GPR7 antag, HCV NS3 hel inh, V1aR counter
Cc1ccc2sc(C)[n+](CCO)c2c1
  -5, -0.9, 0.0, -22, 0.0, -26, -10, -16, 3.0
Cc1noc(/C=C/N(C)C)c1S(=O)(=O)N1CCCC(C(=O)N2CCc3ccccc32)C1 (stereo unspecified)
  x, -4.5, 1.8, -3, -4.8, x, -12, 13, 1.7
Cc1c(NC(=S)NC(=O)c2ccccc2Cl)c(=O)n(-c2ccccc2)n1C
  2, -0.8, 0.6, -10, -1.4, 34, -12, -7, 0.5
FC(F)Oc1ccc(NC(=S)NN2CCOCC2)cc1
  -5, -1.7, -0.4, 1, -1.7, 14, -11, -5, -0.7
Nc1nc(SCC(=O)N2CCCCC2)[nH]c(=O)c1NC(=O)c1cccs1
  4, -2.0, 0.0, -1, -1.6, -35, -10, -10, 2.9
CCC(=O)Nc1cc(C(=O)O)ccc1S(=O)(=O)c1ccc(C)cc1
  -2, -4.0, 1.3, -10, -0.8, 0, -9, 14, 1.2
O=C(CCn1c(=O)oc2ccccc21)Nc1ccc(C(=O)O)cc1
  -8, -2.9, 0.9, -4, -1.6, 28, -16, -3, 0.1
Cc1c(Cl)c(C(=O)N2CCCCCC2)nn1C
  -3, -1.6, 0.6, -5, -1.6, 32, -17, -6, -0.1
CCOC(=O)N1CCN(C(=O)c2ccc3c(c2)ncn3C2CCCC2)CC1
  1, -2.9, -0.6, -28, -2.4, 25, -15, 8, 1.6
O=C(C1=C[C@H](C2CCCCC2)C[C@H](OCCCCO)O1)N1CCN(Cc2ccc3c(c2)OCO3)CC1
  x, -2.5, -0.4, -27, -0.1, 40, -2, -19, -1.1
COc1cc(/C=N/NC(=O)C2CCN(CC(O)COCc3ccccc3)CC2)ccc1O (stereo unspecified)
  -7, 0.9, -0.6, 19, 3.2, 2, 22, 23, 1.2

Bioassay records (PubChem)
